# ER stress rescue = rescue of cells from ER stress-induced death, primary screen, 384-well, CSM14.1, thapsigargin, ATP luminescence (AID 1222); CSM14.1 thapsigargin-induced death rescue, ATP luminescence; higher % means a stronger effect; one-dose cellular ATP content (survival), % at 20 µM; EC50 in µM for titrated hits; 190,000 tested, under 10 active;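 active means EC50 below 50 µM in the dose-response confirmation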;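 further: death triggered by thapsigargin at about 15 µM added after 2 h compound pretreatment; cell ATP read after overnight thapsigargin exposure of roughly 18 to 22 hours; normalized against plate controls of thapsigargin alone and 5% DMSO vehicle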
# Hep lipid drop = inhibitors of hepatocyte lipid droplet formation, primary screen, imaging, high-throughput imaging, BODIPY stain; AML12 mouse hepatocytes, oleate lipid droplets; hit rate 0.4% among 240,000; inhibition, % at 6.5 µM; AID 1656, 2009;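 active means lipid droplet intensity inhibited by at least 50%, with more than 500 cells counted; inconclusive means wells with under 300 cells, treated as cytotoxic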
#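 material = mouse AML12 hepatocyte cell line, fixed after treatment | also added = 100 µM oleic acid challenge | doses = compound at 6.5 µM only | schedule = overnight exposure | technique = Image-based BODIPY and DAPI two-channel analysis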
# Autophagy HCS = autophagy modulators in MEF cells, primary screen, imaging, high-content, MEF GFP-LC3 | MEF GFP-LC3 puncta imaging; test concentration mostly 10 µM | calls only at 10 µM (by protocol) | hit rate 0.98% among 190,000 | AID 463193, 2010;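 active means percentage of spot-positive cells more than 3 SD above its plate mean, without a fluorescence outlier flag or 80% toxicity; inconclusive means no clear call, values can overlap the other calls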;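 further: spot-positive cell cutoff set from DMSO-treated cells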
# P. falciparum M1AAP = P. falciparum M1AAP inhibitors, biochemical, fluorogenic H-Leu-NHMec substrate, 1536-well (AID 1445). recombinant M1AAP, H-Leu-NHMec fluorogenic kinetic assay; higher % means a stronger effect. inhibition, % at 30 µM, or IC50 in µM where a hit was titrated. hit rate 0.42% among 220,000;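 active means primary inhibition above the hit cutoff, then over 50% inhibition at one or more dose response concentrations, cut at about 23% in these data, passing the limit was not always enough; inconclusive means conflicting primary data, or primary hits not chosen for dose response; inactive means low primary inhibition, or under 50% at every dose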;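 further: plate controls were DMSO full reaction for no effect and no enzyme background for full effect; strong numbers were not always called active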
# Ins promoter up = insulin promoter activators in MIN6 cells, imaging, high-content screening, mouse beta cells; AID 1625, 2009; z-score at 5 µM; hit rate 0.3% among 190,000; MIN6 insulin promoter-GFP reporter; hits give high values;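 active means z-score above 3 at 5 µM with at least 500 cells counted in the well; inconclusive means wells under 500 cells, flagged as cytotoxic or low count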
# MT stabilizer = microtubule stabilizers in HeLa cells, primary screen, imaging, high-content imaging; % tubulin-high responders, % at 10 µM; hit rate 0.83% among 200,000; HeLa tubulin immunostaining HCS, 24 h; share of cells brighter than vehicle mean+2SD; AID 2205, 2009;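 active means plate Z-score above 3 for both tubulin-high and condensed-nucleus cell shares, with cell loss under 80%, at 10 µM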;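 further: anti alpha tubulin signal scored within the nucleus-defined area of each cell; some results filed as inactive read as strong as hits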
# P. falciparum M17LAP = P. falciparum M17LAP inhibitors, primary screen, biochemical, fluorogenic H-Leu-NHMec substrate, 1536-well (AID 1619); hit rate 0.38% among 220,000; inhibition, % at 30 µM, or IC50 in µM where a hit was titrated; recombinant M17LAP, H-Leu-NHMec fluorogenic kinetic assay; higher % means a stronger effect; Leucine aminopeptidase (Plasmodium falciparum (isolate 3D7));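 active means compound inhibiting the enzyme by more than half at any dose during confirmatory dose-response retesting; inconclusive means strong single-dose inhibitors picked by rank but not retested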;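 further: plate controls were full reaction with DMSO carrier for no effect and no enzyme background for full effect; strong numbers were not always called active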
# Dynein cargo inh = inhibitors of GR-EGFP nuclear translocation, primary screen, dynein cargo transport inhibitor project, imaging, high-content, 3617.4 mouse cells; test concentration mostly 20 µM; stimulated with dexamethasone, 1 µM; hits give low values; z-score, hits read low; hit rate 0.47% among 220,000;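 active means plate z-score of nuclear minus cytoplasmic receptor signal below a set negative limit, without overly bright fluorescence or cell loss, cut at about -3.5 in these data, passing the limit was not always enough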;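 further: z-score of nuclear minus cytoplasmic ring GR-EGFP intensity difference per well; some compounds called inactive have numbers as strong as hits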
#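 Schedule: 48 h induction, then 1 h compound, then 30 min agonist, 37 °C. Buffer or medium: tetracycline-free induction medium containing charcoal-stripped FBS. Reagent: 1.0 µM final dexamethasone stimulus. Evaluation: nuclear versus cytoplasmic GR-EGFP signal, averaged per well. Signal: high-content fluorescence imaging after fixation.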
# Yfh1-depleted yeast = enhancers of respiration in Yfh1-depleted yeast, dose response, Friedreich's ataxia, plus single-dose screen (AID 1465); S. cerevisiae Yfh1-off respiration, WST-1 reduction, 72 h; higher fold induction means a stronger effect; fold induction at 50 µM; hits with a dose series show EC50 in µM; hit rate 0.074% among 220,000;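 active means fold induction of absorbance versus untreated yeast above a set limit, then at least 30% activation at any dose in follow-up; inconclusive means repeats straddling the limit, or above it without dose testing; inactive means fold induction below the set limit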;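 further: activators that raise dye reduction in frataxin-depleted yeast; strong numbers were not always called active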
# Dynein cargo inh cytoplasmic EGFP = further read-out of Dynein cargo inh, marked with its call; z-score; measured here: cytoplasmic GR-EGFP intensity; hits give high values
# Dynein cargo inh nuclear GR-EGFP = second read-out of Dynein cargo inh, no call of its own (marks repeat the call); z-score; measured here: nuclear GR-EGFP intensity;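 lower value marks the stronger effect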
# Dynein cargo inh cell count = recorded beside Dynein cargo inh, whose call it bears; z-score; measured here: cell count per field
# Ins promoter up cell count = second read-out of Ins promoter up, no call of its own (marks repeat the call); cell count; measured here: cytotoxicity, nuclei count;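 total cells summed across four imaged fields per well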
# Hep lipid drop cells 6.5 µM = further read-out of Hep lipid drop, marked with its call; cell count; measured here: cell count, cytotoxicity flag;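 cells counted across two imaged fields per well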
# MT stabilizer Hoechst-high % = further read-out of MT stabilizer, marked with its call; % Hoechst-high responders; measured here: nuclear condensation Hoechst responders;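 share of cells brighter than vehicle mean plus two SD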
# MT stabilizer cytotoxicity % = recorded beside MT stabilizer, whose call it bears; toxicity, %; measured here: cytotoxicity by cell density;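 0% = mean cell density of plate MIN control wells and 100% = no cells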
# Autophagy HCS cell loss 18 h = recorded beside Autophagy HCS, whose call it bears; toxicity, %; measured here: cell loss, nuclei count;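 cell loss after 18 h compound exposure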
# An asterisk follows results filed as active; i = inactive; ? = inconclusive; nt = not tested or not shown; + = active, no number. An unsorted share of the library; overall some 3.5% were active at least once.
SMILES,ER stress rescue,Hep lipid drop,Hep lipid drop cells 6.5 µM,Autophagy HCS,Autophagy HCS cell loss 18 h,P. falciparum M1AAP,Ins promoter up,Ins promoter up cell count,MT stabilizer,MT stabilizer Hoechst-high %,MT stabilizer cytotoxicity %,P. falciparum M17LAP,Dynein cargo inh,Dynein cargo inh cytoplasmic EGFP,Dynein cargo inh nuclear GR-EGFP,Dynein cargo inh cell count,Yfh1-depleted yeast
COc1ccc(N2C(=O)C3C(C2=O)C2C=CC3C23CC3)c([N+](=O)[O-])c1 (centres undefined),-2.1%,0,705,i,-8,8%,1.4,1093,1.0,2.5,7.8,2%,-0.065,0.14,-0.0073,-0.51,i
Cc1onc(-c2ccccc2Cl)c1C(=O)Nc1ccc(-n2nncc2-c2ccco2)cc1,-1.6%,nt,nt,i,-2,5%,-0.25,1134,7.3,6.9,2.8,4%,0.63,-0.25,0.37,-0.27,i
Cc1ccsc1/C=N/Nc1cccc(C(=O)O)c1,-4.9%,10,724,i,10,10%,0.54,1206,2.8,1.5,2.8,16%,-0.29,-0.29,-0.024,0.36,i
Cc1ccc(NC(=O)c2ccc(CSc3nccc(C)n3)cc2)cc1,-1.5%,nt,nt,i,-18,0%,-1.1,1486,2.9,2.0,10,-6%,0.46,-0.24,0.86,0.83,i
CC1CCN(CCCn2c(=S)[nH]c3c(sc4ccccc43)c2=O)CC1,-2.7%,3,680,i,6,1%,nt,nt,3.8,3.1,4.6,26%,0.33,-0.34,0.19,0.64,i
O=C(Nc1nnc(C2CCCO2)s1)c1cccs1 (centres undefined),-2.0%,5,737,i,0,3%,-0.52,1295,3.9,1.9,10,19%,0.25,-0.27,-0.5,0.45,i
COc1ccc(N=C2S/C(=C\c3ccc(N4CCOCC4)o3)C(=O)N2CCc2c[nH]c3ccccc23)cc1,3.8%,nt,nt,+,69*,5%,nt,nt,4.1,7.7,7.4,19%,-9.1,38,0.82,-0.13,i
CCCNS(=O)(=O)c1ccc(C(=O)NCC2CCCO2)cc1 (centres undefined),-1.7%,0,695,i,-3,-1%,-0.08,1332,2.3,0.1,5.2,13%,-0.92,-0.25,-0.21,0.83,i
Cc1ccc(S(=O)(=O)N2CCN=C2SCc2cccnc2)cc1,-0.4%,9,723,i,4,4%,-0.37,1195,5.4,1.5,4.6,-5%,-0.99,-0.17,-0.45,0.13,nt
COc1ccc(/C=C(\C#N)C(=O)Nc2cc(S(=O)(=O)N3CCOCC3)ccc2N2CCCC2)cc1,-1.9%,-15,649,i,2,14%,0.42,1242,2.7,3.2,6.4,-21%,-0.53,-0.32,-0.66,0.63,i
Cc1ccc(OCc2nnc(N)s2)cc1,-0.6%,-9,667,i,15,2%,0.26,1313,3.7,3.1,5.6,5%,0.35,-0.16,0.089,-0.68,i
CC(C)N(Cc1nc(-c2ccc3c(c2)OCO3)no1)Cc1nccn1C,-0.3%,-2,738,i,4,-1%,0.36,1391,2.3,1.9,1.0,-7%,-0.56,-0.13,-0.12,0.32,i
CCCCCCCCSc1n[nH]c(N)n1,-8.3%,-14,680,i,-29,0%,-0.11,1224,2.4,3.0,13,18%,-0.95,0.09,-0.88,0.93,i
Oc1cc(O)c2c(c1)O[C@H](c1ccc(O)c(O)c1)[C@@H](O)C2,nt,17,745,nt,nt,8%,0.71,1095,nt,nt,nt,-4%,-0.7,-0.84,-0.077,0.27,i
O=C1CCCc2oc3ccc(O)cc3c21,-2.2%,-3,748,i,-1,8%,0.25,1133,2.8,1.4,3.5,9%,1.2,-0.24,0.58,-1.5,i

# Single values from the list:
# COc1ccc(N=C2S/C(=C\c3ccc(N4CCOCC4)o3)C(=O)N2CCc2c[nH]c3ccccc23)cc1 in Dynein cargo inh = -9.1
# CCCNS(=O)(=O)c1ccc(C(=O)NCC2CCCO2)cc1 (centres undefined) in Dynein cargo inh cytoplasmic EGFP = -0.25

# (further entries)
SMILES,ER stress rescue,Hep lipid drop,Hep lipid drop cells 6.5 µM,Autophagy HCS,Autophagy HCS cell loss 18 h,P. falciparum M1AAP,Ins promoter up,Ins promoter up cell count,MT stabilizer,MT stabilizer Hoechst-high %,MT stabilizer cytotoxicity %,P. falciparum M17LAP,Dynein cargo inh,Dynein cargo inh cytoplasmic EGFP,Dynein cargo inh nuclear GR-EGFP,Dynein cargo inh cell count,Yfh1-depleted yeast
Cc1occc1C(=O)NNC(=O)Nc1ccc(F)cc1F,0.2%,4,705,i,13,4%,0.5,1434,2.6,3.2,7.7,-5%,-0.23,-0.25,-0.12,0.27,i
C=CCN(CC(=O)O)S(=O)(=O)c1ccccc1C(F)(F)F,0.3%,3,704,i,-1,-1%,0.08,1194,4.1,2.4,6.2,-4%,-0.35,-0.21,0.26,0.06,i
CCOC(=O)c1ccc(NC(=O)N2CCN(Cc3cccc(F)c3)CC2)cc1,-2.9%,9,735,i,-3,8%,-0.42,1200,3.5,2.9,22,6%,0.33,-0.29,0.29,1.4,i
CC(C)C(=O)n1nc(-c2cccnc2)nc1NCc1cccs1,-0.7%,10,701,i,-8,6%,0.04,939,1.6,2.0,5.1,13%,-0.29,-0.16,-0.12,0.9,i
Cn1c2ccccc2c(=O)n2c(=O)c3ccccc3cc12,-0.7%,nt,nt,i,12,7%,0.36,1623,13,2.1,14,8%,0.18,-0.46,0.24,0.076,i
Cc1ccnc(NC(=O)/C=C/c2ccccc2[N+](=O)[O-])c1,-1.8%,0,682,i,-23,4%,-0.58,1598,2.5,2.4,9.4,0%,-0.59,-0.12,-0.22,0.52,i
COc1cc(C)c(/C=C(\C#N)C(=O)Nc2ccc(C)cc2)cc1C(C)C,-1.8%,-14,493,i,-1,15%,-0.33,1424,7.0,2.1,6.6,5%,1.4,-0.13,0.57,-0.66,i
COc1ccccc1/C=C/C(=O)c1ccccc1,nt,2,730,nt,nt,-4%,-0.29,1357,nt,nt,nt,2%,0.49,0.26,0.54,-1.7,i
Cc1ccc2nc(Cc3ccc(N)cc3)oc2c1,2.2%,nt,nt,i,-3,3%,nt,nt,1.5,1.8,9.3,16%,0.69,-0.22,0.085,0.18,i
O=C1c2ccccc2C(=O)c2c1ncn2-c1ccccc1,-0.3%,8,506,i,12,3%,0.14,1177,1.6,1.8,5.2,-3%,0.66,-0.25,-0.013,-0.019,i
Cc1cccc(S(=O)(=O)Nc2cccc3c2C(=O)c2ccccc2-3)c1,-1.7%,4,642,i,3,8%,0.24,1612,1.4,2.2,1.2,4%,0.49,-0.14,-0.053,-0.48,i
Cc1cc(C)cc(-n2c(C)cc(C(=O)CSc3nnnn3C)c2C)c1,1.4%,4,758,i,-5,2%,-0.02,858,3.0,1.7,9.1,-9%,-0.35,0.028,0.042,-0.024,i
O=c1/c(=C\c2ccc(O)cc2)sc2n1C(c1ccccc1)C(c1ccccc1)=NN=2 (centres undefined),0.3%,nt,nt,i,7,16%,0.44,1438,1.8,1.2,7.5,7%,1.6,0.89,1.3,-1.4,?
CCOC(=O)N/N=C(\CCC(=O)O)c1cccs1,nt,-16,680,nt,nt,5%,-0.15,1064,nt,nt,nt,-10%,1.4,-0.12,0.58,-1.6,i
COc1cccc(-n2nnc3c(=O)n(Cc4ccc(C)cc4)cnc32)c1,-1.1%,nt,nt,i,6,1%,0.25,1540,2.1,2.4,11,-7%,-0.84,-0.42,-0.24,0.93,i
CCOC(=O)/C(=C/c1ccc(OC)cc1)NC(=O)c1ccco1,-1.0%,-3,710,i,6,4%,-0.5,1400,2.3,2.6,6.6,1%,0.39,-0.16,-0.0036,-0.75,i
CN1C(=O)/C(=C/c2ccccc2OCc2ccccc2)NC1=S,0.0%,-17,596,i,4,13%,nt,nt,1.6,2.0,9.7,-11%,1.2,-0.19,0.4,-1.5,i
Cc1cc(=O)c2ccc(C(F)(F)F)cc2[nH]1,nt,-1,690,nt,nt,4%,0.45,866,nt,nt,nt,-10%,-0.33,-0.091,0.28,1,i
O=C(CSc1ncn[nH]1)NCc1ccccc1,0.0%,nt,nt,i,-10,2%,5.4*,1245*,3.5,1.5,7.5,31%,2.2,-0.23,0.6,-0.94,i
O=c1c2cccnc2[nH]c(=S)n1Cc1ccccc1,3.4%,9,622,i,19,-1%,-0.34,1403,7.7,1.9,4.2,7%,0.22,-0.17,0.24,-0.4,i
CCCC(=O)N1CCN(c2ccc(NC(=O)c3ccccc3)cc2)CC1,0.0%,nt,nt,i,-3,1%,nt,nt,7.6,4.0,5.6,9%,-0.37,-0.22,0.06,0.16,i
CN1CCN(C(=O)c2ccc3c(c2)NC(=O)C(C)(C)O3)CC1,-1.8%,nt,nt,i,10,3%,-0.54,1412,5.9,3.6,5.6,-12%,0.3,-0.2,0.038,0.18,i
CCN=C1SC(C(=O)Nc2ccccc2)CC(=O)N1CC (centres undefined),0.2%,4,802,i,0,6%,0.06,974,1.2,1.8,9.6,-5%,-0.27,-0.25,-0.26,0.042,i

# Compound activity as filed in PubChem.
